KCNQ2 inh = KCNQ2 channel blockers in CHO-K1 cells – cell-based, FluxOR thallium flux, B-score, primary screen (AID 2156) | 20 min; stronger effect = lower value | B-score at 10 µM | 310,000 tested, 1.1% active;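 active means fluorescence ratio B-score at most minus 3 library SDs, with starting brightness B-score within 2 library SDs, cut at about -5.5 in these data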
Target sequence (O88943 whole entry, looked up): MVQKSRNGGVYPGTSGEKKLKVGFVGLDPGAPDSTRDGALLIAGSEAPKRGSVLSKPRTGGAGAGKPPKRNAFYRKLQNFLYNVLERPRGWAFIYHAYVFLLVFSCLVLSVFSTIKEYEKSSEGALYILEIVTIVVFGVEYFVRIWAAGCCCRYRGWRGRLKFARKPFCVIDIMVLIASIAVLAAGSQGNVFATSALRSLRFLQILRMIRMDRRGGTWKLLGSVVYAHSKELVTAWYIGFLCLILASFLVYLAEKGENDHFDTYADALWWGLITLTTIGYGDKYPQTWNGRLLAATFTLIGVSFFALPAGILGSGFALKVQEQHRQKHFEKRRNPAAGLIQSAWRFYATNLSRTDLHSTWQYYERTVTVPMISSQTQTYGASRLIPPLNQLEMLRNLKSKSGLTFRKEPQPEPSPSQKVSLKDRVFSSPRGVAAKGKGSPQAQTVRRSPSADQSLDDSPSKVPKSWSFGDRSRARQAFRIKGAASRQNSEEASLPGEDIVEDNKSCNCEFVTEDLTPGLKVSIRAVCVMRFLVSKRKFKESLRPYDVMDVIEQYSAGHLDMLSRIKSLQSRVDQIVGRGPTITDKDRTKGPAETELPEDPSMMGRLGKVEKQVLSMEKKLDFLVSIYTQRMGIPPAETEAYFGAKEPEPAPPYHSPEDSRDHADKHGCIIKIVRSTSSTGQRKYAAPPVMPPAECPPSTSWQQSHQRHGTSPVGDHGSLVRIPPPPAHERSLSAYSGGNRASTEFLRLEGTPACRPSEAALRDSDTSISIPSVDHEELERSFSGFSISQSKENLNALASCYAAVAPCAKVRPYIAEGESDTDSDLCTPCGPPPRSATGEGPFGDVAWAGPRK
Kir21 block = blocks the mouse Kir2.1 inward-rectifier potassium channel | P35561 | HEK293-Kir2.1, FluxOR thallium flux fluorescence; stronger effect = lower value | B-score at 10 µM | 310,000 tested, 0.85% active | AID 1672;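 active means fluorescence ratio B-score at or below minus 3 SD of library scores, with starting-brightness B-score within 2 SD, cut at about -4.2 in these data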;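 further: channel flux triggered by added potassium and thallium sulfate stimulus; B-score of peak minus minimum fluorescence over baseline after thallium stimulus; more negative B-score means stronger Kir2.1 block with less thallium influx; some compounds called inactive have numbers as strong as hits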
Numbers without * were called inactive.

Screening COCC1CCN(Cc2cn[nH]c2-c2ccc(OC)cc2F)C1 (stereo not given) returned KCNQ2 inh inactive and Kir21 block -0.12.
COc1ccccc1/C=C/C=C(\C#N)C(=O)NC(C)c1ccccc1 (stereo not given) was read as KCNQ2 inh inactive and Kir21 block -0.07.
Screening Cc1onc(-c2ccccc2Cl)c1C(=O)Nc1ccc(-n2nncc2C(C)(C)C)cc1 returned KCNQ2 inh inactive and Kir21 block 0.
`COc1ccccc1OC1=NS(=O)(=O)c2ccccc21` gave KCNQ2 inh inactive and Kir21 block 0.53.
For Cc1csc(SC(C)C(=O)NC2CCCCC2C)n1 (stereo not given) the results were KCNQ2 inh inactive and Kir21 block -0.09.
For CCc1ccc(C(=O)OCC(=O)NCCNC(=O)COC(=O)c2ccc(CC)cc2)cc1 the results were KCNQ2 inh inactive and Kir21 block -0.21.
`CC(CCN1CCN(c2ccccn2)CC1)c1ccccc1` (stereo not given) gave KCNQ2 inh inactive and Kir21 block -0.47.
Cc1nn(-c2ccccc2)c(C)c1/C=C1\C(=O)N(C)C(=S)N1C was read as KCNQ2 inh inactive and Kir21 block 0.2.
O=C(C1CCCN(S(=O)(=O)c2cnc[nH]2)C1)N1CCN(Cc2ccccc2)CC1 (stereo not given) was read as KCNQ2 inh inactive and Kir21 block -0.09.
`COc1ccc(/C=C2/S/C(=N/S(=O)(=O)Cc3ccccc3)NC2=O)cc1OC` gave KCNQ2 inh inactive and Kir21 block -0.04.

Gathered by group, the entries above with four or more nitrogen atoms
Screening Cc1onc(-c2ccccc2Cl)c1C(=O)Nc1ccc(-n2nncc2C(C)(C)C)cc1 returned KCNQ2 inh inactive and Kir21 block 0.
Cc1nn(-c2ccccc2)c(C)c1/C=C1\C(=O)N(C)C(=S)N1C was read as KCNQ2 inh inactive and Kir21 block 0.2.
O=C(C1CCCN(S(=O)(=O)c2cnc[nH]2)C1)N1CCN(Cc2ccccc2)CC1 (stereo not given) was read as KCNQ2 inh inactive and Kir21 block -0.09.

Other compounds follow.
CCOC(=O)C1=C(COC(=O)COc2ccc(C(=O)CC)cc2)NC(=O)NC1C (stereo not given) was read as KCNQ2 inh inactive and Kir21 block -0.26.
COc1ccc(/C=N/n2c(=O)[nH]c3c([nH]c4ccc(F)cc43)c2=O)cc1CN1CCCCC1 was read as KCNQ2 inh inactive and Kir21 block -0.97.
O=C(O)c1cccc(Nc2ccc([N+](=O)[O-])cn2)c1 was read as KCNQ2 inh inactive and Kir21 block 0.12.
Screening COc1ccc(NC(=O)c2nnn(CC(=O)Nc3ccc4c(c3)OCO4)c2N)cc1OC returned KCNQ2 inh inactive and Kir21 block 0.34.
For O=S1(=O)c2ccccc2N=NN1Cc1ccc(Cl)cc1 the results were KCNQ2 inh inactive and Kir21 block 0.68.
For Cc1cc2ncn(C(=O)c3cc(-c4ccccc4)nc4ccccc34)c2cc1C the results were KCNQ2 inh inactive and Kir21 block -0.25.
Screening O=C(NNc1ccccc1)C(=O)NNS(=O)(=O)c1ccc(CCCl)cc1 returned KCNQ2 inh inactive and Kir21 block 0.03.
`Cc1ccc(Sc2c(CO)c(-c3ccccc3)nn2C)cc1` gave KCNQ2 inh inactive and Kir21 block 2.05.
Cc1[nH]c2ccccc2c1CCNS(=O)(=O)c1ccc(S(N)(=O)=O)cc1 was read as KCNQ2 inh inactive and Kir21 block 2.7.
Screening CC1CCN(C(=O)CCCN2C(=O)c3cccnc3Oc3ccc(Cl)cc32)CC1 returned KCNQ2 inh inactive and Kir21 block -1.08.

By substructure, the compounds so far containing an aryl thioether with sulfur outside any ring (2)
For Cc1csc(SC(C)C(=O)NC2CCCCC2C)n1 (stereo not given) the results were KCNQ2 inh inactive and Kir21 block -0.09.
`Cc1ccc(Sc2c(CO)c(-c3ccccc3)nn2C)cc1` gave KCNQ2 inh inactive and Kir21 block 2.05.

Continuation.
Screening CC(=O)Nc1nc(N2C(=O)c3ccccc3C2=O)n(-c2ccccc2)n1 returned KCNQ2 inh inactive and Kir21 block 0.4.
Screening O=C(Nc1ccc(Cl)cc1)C(Cl)C(=O)c1ccccc1 (stereo not given) returned KCNQ2 inh inactive and Kir21 block -10.8*.
Screening O=C(COc1ccc(S(=O)(=O)NC2CCCCC2)cc1)NCC1CCCO1 (stereo not given) returned KCNQ2 inh inactive and Kir21 block 0.05.
`Cc1cccc(OCCNC(=O)c2cncc(Br)c2)c1` gave KCNQ2 inh inactive and Kir21 block 0.02.
Screening CCn1c(=O)c2cc(C(=O)N(C)c3ccccc3F)sc2c2ccccc21 returned KCNQ2 inh inactive and Kir21 block 1.3.
For O=C(NC1CCS(=O)(=O)C1)c1c(NC(=O)C2COc3ccccc3O2)sc2c1CCCC2 (stereo not given) the results were KCNQ2 inh inactive and Kir21 block 0.34.
For Cn1c(SCC(=O)N/N=C/c2cc([N+](=O)[O-])ccc2O)nnc1-c1ccccc1 the results were KCNQ2 inh inactive and Kir21 block 0.04.
COCCCNc1oc(COc2ccc(Cl)cc2Cl)nc1C#N was read as KCNQ2 inh inactive and Kir21 block -0.04.
COc1cccc(NC(=S)N(CCc2c(C)[nH]c3ccc(C)cc23)Cc2cccs2)c1 was read as KCNQ2 inh inactive and Kir21 block -1.11.
`CNC(=O)CSc1nc2c([nH]c3ccccc32)c(=O)n1CCOC` gave KCNQ2 inh inactive and Kir21 block 1.08.
For CC(C)C[C@H](NC(=O)N1CC(=O)Nc2ccccc21)C(=O)N[C@H](C(=O)O)c1ccccc1 the results were KCNQ2 inh inactive and Kir21 block -0.11.
`COc1ccc(OC(C)c2nnc(N)s2)cc1` (stereo not given) gave KCNQ2 inh inactive and Kir21 block -0.62.
Screening CCN(CC(=O)Nc1cccc(OC)c1)C(=O)C1CCN(C(=O)Nc2ccccc2)CC1 returned KCNQ2 inh inactive and Kir21 block -1.4.
For O=C(COC(=O)/C=C/c1ccco1)Nc1ccc(F)cc1Cl the results were KCNQ2 inh inactive and Kir21 block 3.06.
Screening COc1ccc(CNC(=O)c2ccc(CS(=O)(=O)c3ccccc3C)o2)cc1 returned KCNQ2 inh inactive and Kir21 block -0.99.
O=C(c1ccco1)N1CCN(c2ccc([N+](=O)[O-])cc2Cl)CC1 was read as KCNQ2 inh inactive and Kir21 block 1.64.
CCOC(=O)N1CCN(C(=O)CCCn2nnnc2CN2CCC(C)CC2)CC1 was read as KCNQ2 inh inactive and Kir21 block 0.08.
Cc1sc(NC(=O)c2ccc3ncsc3c2)c(C(N)=O)c1C was read as KCNQ2 inh inactive and Kir21 block 1.52.
`COc1ccccc1NC(=O)CSc1nnc(-c2ccco2)n1N` gave KCNQ2 inh inactive and Kir21 block 1.17.
For CC(=O)c1c(C)oc2ccc(N(C(C)=O)S(=O)(=O)c3cccc([N+](=O)[O-])c3)cc12 the results were KCNQ2 inh inactive and Kir21 block 0.75.
Screening C/C(=N/NC(=O)CN1CCN(Cc2ccccc2Cl)CC1)c1cccs1 returned KCNQ2 inh inactive and Kir21 block 0.49.
For O=C(Cn1c(=O)oc2cc(S(=O)(=O)N3CCCC3)ccc21)NC1CCCCC1 the results were KCNQ2 inh inactive and Kir21 block 1.09.
For CCC(CO)NS(=O)(=O)c1cc(-c2nn(C)c(=O)c3ccccc23)ccc1C (stereo not given) the results were KCNQ2 inh inactive and Kir21 block -0.58.
For Cc1ccc(N2CN(Cc3cccnc3)CNC2=S)c(C)c1 the results were KCNQ2 inh inactive and Kir21 block -0.09.
For CCN(CC)S(=O)(=O)c1cc(NC(=O)COC(=O)Cn2cnc3ccccc32)ccc1C the results were KCNQ2 inh inactive and Kir21 block -0.3.
Cc1cc(C)nc(SCCn2c(N3CC(C)OC(C)C3)nc3c2c(=O)n(C)c(=O)n3C)n1 (stereo not given) was read as KCNQ2 inh inactive and Kir21 block 2.28.
Screening CC(C)CN(C(=O)COC(=O)c1ccc(Cl)c(N)c1)c1c(N)n(Cc2ccccc2)c(=O)[nH]c1=O returned KCNQ2 inh inactive and Kir21 block 1.14.
Cc1csc(=O)n1CC(=O)OC(C)C(=O)Nc1cccc(Cl)c1 (stereo not given) was read as KCNQ2 inh inactive and Kir21 block -1.48.
O=C(C[n+]1ccccc1)N/N=C/c1ccc(Cl)c(Cl)c1 was read as KCNQ2 inh inactive and Kir21 block 0.
O=C(Cc1ccccc1)Nc1cccc(-c2nnc(-c3ccco3)o2)c1 was read as KCNQ2 inh inactive and Kir21 block 0.93.
Screening COc1ccc(C(=O)C[n+]2ccc3c(c2)nnn3-c2ccccc2)cc1 returned KCNQ2 inh inactive and Kir21 block 1.25.
For O=C(NCCc1cnc[nH]1)c1ccc(-c2ccccc2)cc1 the results were KCNQ2 inh inactive and Kir21 block -0.1.
COc1ccc(CCNC(=O)CSc2nnc(C(C)N(C)C)n2Cc2ccccc2)cc1OC (stereo not given) was read as KCNQ2 inh inactive and Kir21 block -0.01.
Screening COc1ccc(OC(=O)c2cccc(S(=O)(=O)N3CCCC3)c2)cc1 returned KCNQ2 inh inactive and Kir21 block -2.74.
O=C(CN1CCCC(O)C1)N1c2ccccc2Sc2ccc(C(F)(F)F)cc21 (stereo not given) was read as KCNQ2 inh inactive and Kir21 block -0.37.
For COc1ncnc2c1N=C1CC(C)(C)CC(N)=C1S2 the results were KCNQ2 inh inactive and Kir21 block -0.01.
For C=CCNC(=O)c1cc(-c2ccc3c(c2)OCO3)on1 the results were KCNQ2 inh inactive and Kir21 block 1.
For CCOC(=O)c1c(C)[nH]c(C)c1C(=O)COC(=O)c1nc2nccc(C)n2n1 the results were KCNQ2 inh inactive and Kir21 block 1.62.
Screening CN(C)S(=O)(=O)N(CC(=O)N1CCOCC1)c1ccccc1 returned KCNQ2 inh inactive and Kir21 block 1.41.
Screening CN1CCN(C(=S)C(=O)NCc2ccccc2)CC1 returned KCNQ2 inh inactive and Kir21 block -0.5.

Three entries already listed, sorted by number of heavy atoms, falling:
Screening COc1ccc(C(=O)C[n+]2ccc3c(c2)nnn3-c2ccccc2)cc1 returned KCNQ2 inh inactive and Kir21 block 1.25.
For C=CCNC(=O)c1cc(-c2ccc3c(c2)OCO3)on1 the results were KCNQ2 inh inactive and Kir21 block 1.
Screening CN1CCN(C(=S)C(=O)NCc2ccccc2)CC1 returned KCNQ2 inh inactive and Kir21 block -0.5.

More entries:
`CCCCn1c(=O)c(CCC(=O)OCC(=O)NC(=O)NCCOC)nc2ccccc21` gave KCNQ2 inh inactive and Kir21 block -0.78.
N#CCCn1cc(C(=O)O)c(-c2cc3ccccc3o2)n1 was read as KCNQ2 inh inactive and Kir21 block 0.63.
For Cc1ccc(-c2cccc(C3CC=CC4C3C(=O)N(Cc3ccccc3)C4c3cc(C)ccc3F)c2)cc1 (stereo not given) the results were KCNQ2 inh inactive and Kir21 block -0.11.
O=[N+]([O-])c1cc(Cl)ccc1NCCNc1ncc(C(F)(F)F)cc1Cl was read as KCNQ2 inh inactive and Kir21 block -0.01.
COc1ccc(-c2cc(C(=O)NCCN3CCOCC3)c3cc(C(C)C)ccc3n2)cc1 was read as KCNQ2 inh inactive and Kir21 block -0.02.
CC(C)C(C(=O)Nc1ccc2c(c1)OCCO2)N1C(=O)c2ccccc2C1=O (stereo not given) was read as KCNQ2 inh inactive and Kir21 block 0.2.
Screening COc1cccc(N=Cc2c(O)n(-c3cccc(C)n3)c(=O)c3ccccc23)c1 returned KCNQ2 inh inactive and Kir21 block 0.34.
`COc1ccc(N=C2CCS(=O)(=O)c3sccc32)cc1` gave KCNQ2 inh inactive and Kir21 block 0.37.
`O=c1[nH][nH]c(-c2ccccc2)c1C=Nc1ccc(C(F)(F)F)cc1` gave KCNQ2 inh inactive and Kir21 block -0.04.
`O=S(=O)(c1ccccc1)N1CCC(O)(CSc2ccc(Cl)cc2)CC1` gave KCNQ2 inh inactive and Kir21 block -0.08.
Screening CCOc1ccc(-n2c(SC)nc3c(c2=O)SCC3)cc1 returned KCNQ2 inh inactive and Kir21 block -1.36.
For COc1cc(/C=C2/SC(=O)N(CC(=O)N3CCCC3)C2=O)ccc1Oc1ccc([N+](=O)[O-])cn1 the results were KCNQ2 inh inactive and Kir21 block 1.72.
`COc1ccc(/C=N/NC(=S)Nc2cc(S(=O)(=O)N3CCOCC3)ccc2N2CCOCC2)cc1O` gave KCNQ2 inh inactive and Kir21 block -2.6.
O=C(CCc1ccccc1)NNC(=O)c1cccc(F)c1 was read as KCNQ2 inh inactive and Kir21 block 1.24.
Screening CCOc1ccc(C)cc1S(=O)(=O)n1ccc(C)n1 returned KCNQ2 inh inactive and Kir21 block -2.95.
`CC(=O)C1=C(O)C(=O)N(c2ccc(Br)cc2)C1c1cccc(F)c1` (stereo not given) gave KCNQ2 inh inactive and Kir21 block 0.54.
Cc1cc(C(=O)NNS(=O)(=O)c2ccccc2C(F)(F)F)nn1C(C)(C)C was read as KCNQ2 inh inactive and Kir21 block 0.53.
CCOc1ccc(C2=NNC(c3cccs3)=Nc3ccc(OC)cc32)cc1 was read as KCNQ2 inh -5.62* and Kir21 block -0.01.
O=C(O)c1nc(NCc2ccccc2)ncc1Cl was read as KCNQ2 inh inactive and Kir21 block -0.56.
Screening CCOC(=O)N1CCN(c2cc3nccnc3cc2F)CC1 returned KCNQ2 inh inactive and Kir21 block 0.42.
`O=C(c1ccc2nc(Cc3ccccc3F)oc2c1)N1CCCC1` gave KCNQ2 inh inactive and Kir21 block 0.34.
O=C(COc1ccccc1Cl)NCCCN1CCOCC1 was read as KCNQ2 inh inactive and Kir21 block -0.33.
C=CCn1c(=N)n(CC(O)COc2ccccc2OC)c2ccccc21 (stereo not given) was read as KCNQ2 inh inactive and Kir21 block 0.02.
For c1ccn2cc(CSC3=NCCS3)nc2c1 the results were KCNQ2 inh inactive and Kir21 block -1.07.
CCOC(=O)c1sc(=NC(=O)c2cccc(OC)c2)n(C)c1C was read as KCNQ2 inh inactive and Kir21 block 0.89.
Screening COC(=O)c1c(NC(=O)c2c(C)noc2C)sc2c1CCCCCC2 returned KCNQ2 inh inactive and Kir21 block 0.32.

Assay outcomes deposited in PubChem BioAssay by Johns Hopkins Ion Channel Center.
